CCHF vOTU inh: CCHFV vOTU protease inhibition; Pep-AMC fluorescence; inhibition, % at 11.5 µM; 0.55% of 370,000 active; further: 0% = vehicle wells with enzyme and 100% = no enzyme wells
FadD28 FP inh: M. tuberculosis FadD28 bisubstrate binding inhibition | FadD28 bisubstrate probe binding, fluorescence polarization | inhibition, % at 12.5 µM | 0.22% of 360,000 active; in the data active means inhibition above about 8.5%, passing the limit was not always enough; inconclusive means no clear call, values can overlap the other calls
BoNT-F LC inh: inhibitors of Botulinum neurotoxin F light chain protease | Multiplex microsphere protease cleavage assay, flow cytometry | AID 588497 | 0.22% of 360,000 active | inhibition, % at 10 µM; in the data active means inhibition above about 35%, passing the limit was not always enough; inconclusive means no clear call, values can overlap the other calls; further: plate controls were buffer without enzyme for full effect and enzyme alone for no effect
Mtb BioA inh: blocks M. tuberculosis BioA enzyme activity | purified M. tuberculosis BioA enzyme, plate reader | inhibition, % at 9.99 µM | 0.096% of 360,000 active | AID 602481; in the data active means inhibition above about 40%; inconclusive means no clear call, values can overlap the other calls
FBA Mtb inh: inhibits M. tuberculosis FBA enzyme. 2.3% of 360,000 active. AID 588726. P9WQA3. purified M. tuberculosis FBA, fluorescence read-out. inhibition, % at 1 µM; in the data active means inhibition above about 27%;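 further: 0% = vehicle and 100% = reference inhibitor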
Target sequence (P9WQA3 whole entry, looked up): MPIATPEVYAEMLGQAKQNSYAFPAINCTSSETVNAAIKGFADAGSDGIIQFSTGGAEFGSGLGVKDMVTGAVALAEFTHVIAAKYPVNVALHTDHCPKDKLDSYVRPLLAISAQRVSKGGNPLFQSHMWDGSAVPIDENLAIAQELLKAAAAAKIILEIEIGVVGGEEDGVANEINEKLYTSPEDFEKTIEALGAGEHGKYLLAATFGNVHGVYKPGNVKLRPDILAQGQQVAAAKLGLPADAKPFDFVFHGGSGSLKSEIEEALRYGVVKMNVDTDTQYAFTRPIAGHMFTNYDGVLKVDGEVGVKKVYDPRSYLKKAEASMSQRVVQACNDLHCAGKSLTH
Mtb UGM inh: inhibitors of M. tuberculosis UDP-galactopyranose mutase. 0.06% of 320,000 active. AID 504406. purified UGM, fluorescence polarization probe displacement. inhibition, % at 10 µM. P9WIQ1; in the data active means inhibition above about 10%, passing the limit was not always enough; inconclusive means no clear call, values can overlap the other calls
Target sequence (P9WIQ1 whole entry, looked up): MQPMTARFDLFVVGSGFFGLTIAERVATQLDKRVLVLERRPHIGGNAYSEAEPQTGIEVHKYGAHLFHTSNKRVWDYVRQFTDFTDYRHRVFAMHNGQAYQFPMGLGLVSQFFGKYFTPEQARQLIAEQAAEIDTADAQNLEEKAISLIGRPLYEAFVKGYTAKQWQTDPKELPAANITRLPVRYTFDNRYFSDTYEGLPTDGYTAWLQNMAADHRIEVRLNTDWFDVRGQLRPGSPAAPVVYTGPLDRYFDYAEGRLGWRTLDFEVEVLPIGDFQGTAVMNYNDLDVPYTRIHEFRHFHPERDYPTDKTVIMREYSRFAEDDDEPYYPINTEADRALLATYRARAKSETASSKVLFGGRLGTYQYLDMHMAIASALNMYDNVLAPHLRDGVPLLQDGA
PrPC TRFRET: reduces human prion protein on the cell surface; P04156; cell surface PrPC, TR-FRET read-out; inhibition, % at 13.8 µM; 0.43% of 370,000 active; AID 720596; in the data active means inhibition above about 24%; further: 0% = median of the test wells and 100% = reference compound wells
BoNT A protease: BoNT A light chain protease inhibition; multiplex microsphere protease substrate cleavage, flow cytometry; inhibition, % at 10 µM; 0.17% of 360,000 active; in the data active means inhibition above about 30%; inconclusive means no clear call, values can overlap the other calls; further: plate controls were buffer without enzyme for full effect and enzyme alone for no effect
GDH-TPI inh: counter-screen for M. tuberculosis FBA inhibitors: GDH-TPI coupled enzymes; GDH-TPI coupled enzyme counterscreen, NADH absorbance; inhibition, % at 4.8 µM; 1.2% of 360,000 active; AID 588335;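 further: 0% = DMSO wells and 100% = wells lacking the enzyme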
* hit, by the source's call; ? = inconclusive; nt = not tested or not shown. Unless noted, no stated cut-off is given here; in the data, active means inhibition above about 30%; inactive means the rest.

SMILES	CCHF vOTU inh	FadD28 FP inh	BoNT-F LC inh	Mtb BioA inh	FBA Mtb inh	Mtb UGM inh	PrPC TRFRET	BoNT A protease	GDH-TPI inh
COC(=O)[C@@]12CCCCN1[C@H](c1ccc(-c3cc(C(C)=O)cs3)c(OC)c1)[C@H]1C(=O)N(C)C(=O)[C@H]12	3	-1.0	-2	3.0	7	-0.3	1	1.8	9
CC(C)C[C@H]1CN(CCCC[C@@H]2CNC(=O)C(=O)N2Cc2ccccc2)C(=O)C(=O)N1CCc1ccccc1	5	nt	1	nt	nt	nt	-3	-0.5	nt
C/C(=N\NC(=O)C1CC1c1ccccc1)c1ccc(C)s1 (stereo not drawn)	9	0.3	-11	-1.4	3	3.0	-6	-1.2	20
COc1ccc(S(=O)(=O)N2CCOCC2)cc1NC(=O)c1cc2ccccc2o1	-5	-4.9	-6	0.2	3	nt	7	0.4	-2
O=C(NNC(=S)Nc1ccc(Cl)cc1Cl)C1CC1	-2	-2.7	-2	-0.4	-1	-1.3	6	-0.3	-3
CCOC(=O)N1CCN(C(=O)C2CCC(=O)N(CCCc3ccccc3)C2)CC1 (stereo not drawn)	-5	-3.6	0	1.6	-1	-0.6	-5	1.0	-1
Cc1cc(C)c(S(=O)(=O)Nc2nnc(C)s2)c(C)c1	4	-0.5	0	-1.4	-3	0.1	6	0.3	7
Cc1ccc(S(=O)(=O)N2CCN(CC(=O)N/N=C\c3ccncc3)CC2)cc1	11	-0.9	-2	1.7	3	1.9	13	-0.8	8
COc1cc(C(=O)NCCOc2cc(C)cc(C)c2)c(Br)c(OC)c1OC	10	-1.7	3	-1.2	-4	2.1	0	0.1	-6
CSc1cccc(NC(=O)Cn2cnc(S(=O)(=O)N3CCCC3)c2)c1	18	-0.5	-1	0.7	6	-0.9	6	-0.2	3
O=C(c1ccc(-c2ccccc2Cl)s1)N1CCOCC1	-2	-0.9	1	0.1	5	1.5	-15	-0.1	9
NS(=O)(=O)c1ccc(CCNc2ccc(C(F)(F)F)cn2)cc1	-14	-0.7	-6	1.0	-2	8.9	2	-1.0	14
O=C(NCCN1CCN(c2ccccc2F)CC1)C1c2ccccc2C(=O)N2CCc3ccccc3C12 (stereo not drawn)	11	-4.0	?	1.1	-7	3.1	-5	0.9	-2
COc1ccccc1CNS(=O)(=O)c1c(C(=O)N2CCCCCC2)c(C)n(C)c1C	9	-4.2	-2	0.0	1	-0.3	-1	0.6	-4
CN(c1ccccc1)S(=O)(=O)c1cccc(C(=O)NNC(=O)c2ccccc2)c1	-6	-4.9	-7	-0.3	2	-0.2	15	-0.5	23
COc1ccccc1C(C[N+](=O)[O-])c1c(N)n(C)c(=O)n(C)c1=O (stereo not drawn)	1	-1.8	-11	-2.4	0	-3.5	-2	0.0	-4
CCN(c1ccc(OC)cc1)S(=O)(=O)c1nnc(NC(=O)CC(C)C)s1	2	nt	-7	0.0	-2	1.3	-2	-0.9	-2
CC(c1nc2ccccc2c(=O)[nH]1)N(C)c1ccc2ccccc2c1 (stereo not drawn)	1	-2.5	0	0.9	3	1.5	0	-0.4	-1
COc1ccc(CNC/C=C/c2ccccc2)cc1	-5	-1.5	nt	-0.2	6	0.2	-7	nt	-1
C/C(=N\NC(N)=S)c1ccc(-n2ccnc2)cc1	-5	-4.1	2	4.8	-1	0.6	2	-0.9	16
Cc1cc(C)cc(N(C(=O)c2cccs2)C2C=CS(=O)(=O)C2)c1 (stereo not drawn)	0	0.6	-7	nt	1	-2.2	-5	-1.0	0
CCN(CC(=O)Nc1c(F)cccc1F)C(=O)/C=C/c1ccc(C)cc1	-7	-0.2	-1	-0.3	2	-1.1	1	2.7	11
CCCS(=O)(=O)N1CCCC(C(=O)NCCCN(C)c2ccccc2)C1 (stereo not drawn)	9	-4.9	-10	-0.1	1	-1.7	9	1.0	-6
C=CCN(c1ccc(C(=O)N2CCN(c3ccc(F)cc3)CC2)cc1)S(C)(=O)=O	1	-2.3	0	3.3	-1	0.7	0	0.3	12
C/C(=N\NC(=O)c1ccc(-n2cnnn2)cc1)c1ccc(Cl)cc1	16	-0.7	6	-1.0	-4	-0.1	2	5.1	0
CC(=O)Nc1ccc(OC(=O)N(C)C)cc1	-1	-0.5	-4	nt	-3	-0.6	-1	?	13
Cc1ccc(OCCCC(=O)N(C)CC(=O)Nc2ccccc2Br)cc1	-4	-1.5	?	nt	8	0.3	4	-2.0	2
COc1ccc(/C=C/C(=O)OCC(=O)Nc2ccc(S(N)(=O)=O)cc2)cc1OC	7	-4.2	-1	nt	9	-1.4	1	-0.5	17
CNc1ccc(S(=O)(=O)NCC(=O)NCCCc2ccccc2)cc1[N+](=O)[O-]	-1	0.4	-2	0.3	-5	-1.3	-30	-1.8	8
Cn1c(O)c(N=NC(=O)c2cc(-c3cccs3)nc3ccccc23)c2ccccc21	-13	-5.1	-2	-2.3	-1	-2.3	7	0.0	13
CC(=O)Oc1ccccc1Cn1c(C)c(C(=O)NCc2cccc(Cl)c2)sc1=O	-3	-0.7	-2	1.5	4	nt	8	0.0	-8
COc1cc2c(cc1OC)C(c1ccc(Br)cc1)NC(=O)C2 (stereo not drawn)	-4	-2.4	?	3.3	-4	-3.0	-6	-5.1	2
Nc1ccc(S(=O)(=O)Nc2nccs2)cc1	0	-2.2	1	-1.1	0	nt	4	-0.2	5
CCOC(=O)c1cccc(C2=CC(=O)C[C@H](c3ccc(Cl)cc3)C2)c1	10	-2.1	-8	-0.2	-1	0.2	-4	0.4	-1
Cc1ccc(C)c(C(=O)CN2C(=O)C(=O)N(C3CCCC3)C2=O)c1	-8	?	-3	-0.3	5	-1.8	0	-0.4	4
CCN(CC)CCCNC(=O)C(C)n1c2ccccc2c2nc(=O)cc(C)n21 (stereo not drawn)	8	-1.0	1	-0.3	6	-0.6	11	-0.4	2
CCC(=O)Nc1c2c(nn1-c1ccc(F)cc1)CS(=O)(=O)C2	-17	nt	13	-1.1	-2	-5.7	2	-1.6	6
O=C(O)C1CCN(S(=O)(=O)c2ccc(N3CCCC3C(=O)O)c([N+](=O)[O-])c2)CC1 (stereo not drawn)	0	-3.2	-1	-0.4	-4	4.1	0	1.1	10
COCOc1cccc(CN2CCC(C)(Oc3ccc(C(C)=O)cc3)C2)c1 (stereo not drawn)	1	-2.8	-7	5.6	4	nt	-2	-1.0	12
CCOc1ccc(NC(=O)CSc2nnc(C)n2C2CC2)cc1S(=O)(=O)N1CCCC1	14	-3.8	3	nt	-2	nt	-8	-0.5	0

A draw from above in order of SMILES length, ascending.
SMILES	CCHF vOTU inh	FadD28 FP inh	BoNT-F LC inh	Mtb BioA inh	FBA Mtb inh	Mtb UGM inh	PrPC TRFRET	BoNT A protease	GDH-TPI inh
CC(=O)Nc1ccc(OC(=O)N(C)C)cc1	-1	-0.5	-4	nt	-3	-0.6	-1	?	13
CCC(=O)Nc1c2c(nn1-c1ccc(F)cc1)CS(=O)(=O)C2	-17	nt	13	-1.1	-2	-5.7	2	-1.6	6
Cc1ccc(C)c(C(=O)CN2C(=O)C(=O)N(C3CCCC3)C2=O)c1	-8	?	-3	-0.3	5	-1.8	0	-0.4	4

Among those listed so far, these have a thiophene ring, fused or not.
SMILES	CCHF vOTU inh	FadD28 FP inh	BoNT-F LC inh	Mtb BioA inh	FBA Mtb inh	Mtb UGM inh	PrPC TRFRET	BoNT A protease	GDH-TPI inh
COC(=O)[C@@]12CCCCN1[C@H](c1ccc(-c3cc(C(C)=O)cs3)c(OC)c1)[C@H]1C(=O)N(C)C(=O)[C@H]12	3	-1.0	-2	3.0	7	-0.3	1	1.8	9
C/C(=N\NC(=O)C1CC1c1ccccc1)c1ccc(C)s1 (stereo not drawn)	9	0.3	-11	-1.4	3	3.0	-6	-1.2	20
O=C(c1ccc(-c2ccccc2Cl)s1)N1CCOCC1	-2	-0.9	1	0.1	5	1.5	-15	-0.1	9
Cc1cc(C)cc(N(C(=O)c2cccs2)C2C=CS(=O)(=O)C2)c1 (stereo not drawn)	0	0.6	-7	nt	1	-2.2	-5	-1.0	0
Cn1c(O)c(N=NC(=O)c2cc(-c3cccs3)nc3ccccc23)c2ccccc21	-13	-5.1	-2	-2.3	-1	-2.3	7	0.0	13

Other compounds follow:
SMILES	CCHF vOTU inh	FadD28 FP inh	BoNT-F LC inh	Mtb BioA inh	FBA Mtb inh	Mtb UGM inh	PrPC TRFRET	BoNT A protease	GDH-TPI inh
COc1ccc(C(=O)NCCCSC)cc1OC1CCN(C(C)C)CC1	15	0.2	-164	-2.0	3	-1.4	-13	-33	6
CC(=C1C(=O)c2ccccc2C1=O)N1CCN(CCN=Cc2c(O)n(C)c(=O)n(C)c2=O)CC1	9	0.9	12	-4.4	4	1.6	1	0.0	11
COCCNc1oc(COc2cccc(C)c2)nc1C#N	2	1.5	-48	-0.3	5	-3.2	-2	-2.2	10
COc1ccccc1N1CCN(Cc2cccs2)CC1	-1	-2.5	-4	-0.8	2	2.5	-7	0.1	4
CCOC(=O)C1=CC[C@@H](c2ccc(OC)cc2)N(S(=O)(=O)c2ccc(C)cc2)[C@H]1CC	1	-1.3	1	-1.4	1	nt	3	-0.4	nt
CCOC(=O)c1cc2n(c1/N=C/N(C)C)-c1ccccc1C2=O	7	-0.7	10	-5.4	6	9.0	-10	17	3
O=C1C(=O)N(CCCN2CCOCC2)C(c2ccc([N+](=O)[O-])cc2)/C1=C(\O)c1ccc2c(c1)OCCO2 (stereo not drawn)	4	0.7	-13	0.2	-3	0.8	-13	-5.7	34*
O=C(Cn1nnc(-c2cc(Cl)ccc2-n2cnnn2)n1)N1CCCc2ccccc21	-4	-2.2	4	-0.7	0	0.0	-4	-0.1	8
CCCCNCc1cc(Br)c(OCC(=O)N2CCOCC2)c(OC)c1	6	-2.7	7	-2.0	0	3.8	-6	7.9	3
O=C(CCCCCn1c(SCc2ccncc2)nc2ccccc2c1=O)NCc1ccco1	-2	-5.7	15	2.1	-1	-0.2	6	8.4	-3
COc1ccc(S(=O)(=O)N2CCOC2CNC(=O)C(=O)NCc2ccccc2OC)cc1 (stereo not drawn)	-2	-2.9	-4	-0.1	-2	1.0	2	0.2	-4
CC(=O)c1sc(NC(=O)c2ccccc2F)nc1C	4	-0.9	-8	-0.2	3	-0.8	-8	-0.4	24
O=[N+]([O-])c1cc(S(=O)(=O)N2CCCC2)ccc1N/N=C/c1ccccn1	9	1.0	-2	nt	1	-2.6	-4	-0.4	19
COc1ccc(NC2CCCN(C(=O)c3cccs3)C2)cc1 (stereo not drawn)	17	-1.9	-8	0.0	-4	-0.7	-5	-4.4	6
O=C(COC(=O)c1cnccn1)c1ccc(Cl)c([N+](=O)[O-])c1	8	-2.3	9	0.1	1	-1.1	-20	0.7	12
Nc1nncn1C(=O)c1c(Cl)cccc1Cl	-14	-2.7	3	-0.3	-1	-0.3	2	4.8	-6
COC(=O)c1ccccc1NC(=O)c1cc(-c2ccco2)on1	6	0.7	-2	1.7	0	-0.5	8	0.3	6
CCOC(=O)c1ccccc1NC(=O)CSc1nnnn1C1CCCCC1	-3	-2.7	-5	nt	1	-2.2	2	1.9	11
CCC(=O)Nc1ccc(NC(=O)CSc2nnc(-c3ccc(O)cc3)n2CC2CCCO2)cc1 (stereo not drawn)	-14	0.0	14	-1.6	0	-1.5	3	-1.3	15
Cc1cc(F)ccc1NC(=O)C1CCN(S(=O)(=O)c2ccc3c(c2)CCCC(=O)N3)CC1	13	-2.7	-1	1.0	1	2.8	1	-0.5	-6
CCOCCCNC(=O)c1c[nH]c2ccc(S(=O)(=O)Nc3cccc(OC)c3)cc2c1=O	14	-2.4	-3	0.5	1	-2.9	2	0.4	4

Compound activity (PubChem)
